HRas wt GTP bind = human HRas wildtype GTP binding, change in either direction. P01112. GST-Ras wt beads, Bodipy-FL-GTP binding, flow cytometry; actives lie on both sides. GTP binding activity, % at 10 µM. 190,000 tested, 0.14% active. AID 759;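 active means GTP binding activity at least 20% away from the 100% baseline, either lowered as inhibitor or raised as activator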;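 further: 0% = unlabeled GTP competition control and 100% = no-compound control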
Target sequence (P01112 whole entry, looked up): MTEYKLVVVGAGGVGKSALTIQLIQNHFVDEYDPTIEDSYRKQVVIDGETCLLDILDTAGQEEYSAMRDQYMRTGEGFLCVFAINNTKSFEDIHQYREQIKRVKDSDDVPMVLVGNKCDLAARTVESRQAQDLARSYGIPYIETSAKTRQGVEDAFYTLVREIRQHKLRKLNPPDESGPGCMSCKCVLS
Rab7 wt GTP bind = alters GTP binding to wildtype dog Rab7. GST-Rab7 beads, fluorescent GTP binding, flow cytometry; actives lie on both sides; untreated = 100%, excess cold GTP = 0%. GTP binding activity (percent of control), % at 10 µM. 190,000 tested, 0.055% active. AID 758;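 active means fluorescent GTP binding to Rab7 beads changed by at least 20 points from the 100% baseline, either direction, mostly lower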;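 further: median green fluorescence of bound Bodipy-FL-GTP per Rab7 bead population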
ABCG2 block = inhibitors of human ABCG2 transporter, ABCB1 counter-screen. 190,000 tested, 0.1% active. inhibition, % at 6.6 µM. IgMXP3 cells, JC-1 efflux, flow cytometry. Q9UNQ0;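 active means inhibition above 80%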;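 further: 0% = DMSO and 100% = nicardipine control wells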
Target sequence (Q9UNQ0 whole entry, looked up): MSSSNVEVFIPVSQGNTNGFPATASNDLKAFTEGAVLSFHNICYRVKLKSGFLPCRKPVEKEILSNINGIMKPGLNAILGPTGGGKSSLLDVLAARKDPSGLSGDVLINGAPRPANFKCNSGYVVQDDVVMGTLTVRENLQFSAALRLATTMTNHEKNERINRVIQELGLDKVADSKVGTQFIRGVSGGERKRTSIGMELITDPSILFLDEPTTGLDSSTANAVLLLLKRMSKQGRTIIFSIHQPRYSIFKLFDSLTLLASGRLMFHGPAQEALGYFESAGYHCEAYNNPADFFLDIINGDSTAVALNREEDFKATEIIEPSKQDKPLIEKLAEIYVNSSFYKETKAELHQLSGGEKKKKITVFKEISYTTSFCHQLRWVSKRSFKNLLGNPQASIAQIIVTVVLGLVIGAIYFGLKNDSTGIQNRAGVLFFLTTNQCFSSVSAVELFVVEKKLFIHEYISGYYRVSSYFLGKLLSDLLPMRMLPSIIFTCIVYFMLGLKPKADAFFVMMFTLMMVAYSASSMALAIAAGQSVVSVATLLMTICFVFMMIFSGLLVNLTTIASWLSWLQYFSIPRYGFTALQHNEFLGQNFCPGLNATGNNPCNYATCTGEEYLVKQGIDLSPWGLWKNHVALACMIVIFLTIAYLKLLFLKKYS
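Read-out basis: Efflux inhibition in percent versus controls | Test system: ABCG2 IgMXP3 and barcoded ABCB1 CCRF-Adr cell mix | Quantity: 3 million cells/mL in well | Schedule: 10 min at 25 °C | Control set: Nicardipine as high control, DMSO as low control | Reagent: JC-1 as fluorescent efflux pump substrate | Signal: Flow cytometry of retained JC-1 fluorescence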
GSH fluor = compound fluoresces at 488/530 nm on GSH beads; GSH beads flow cytometry, compound fluorescence 488/530 nm; hits give high values; fluorescence (KMESF) at 10 µM; 190,000 tested, 0.25% active; in the data active means fluorescence above about 89;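 further: glutathione beads carrying GST-tagged Bcl family fusion proteins plus one bare bead set; values are compound well signal with DMSO vehicle wells as background; inactives centre near 16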
Avidin bead fluor = compound fluoresces at 488/530 nm on avidin beads; 220,000 tested, 0.38% active; fluorescence (KMESF) at 10 µM; AID 1775; compound fluorescence 488/530 nm, flow cytometry; hits give high values; in the data active means fluorescence above about 47; further: inactives centre near 10
Rac1 mut GTP = modulators of GTP binding to human Rac1 activated mutant; GST-Rac1 activated beads, fluorescent GTP binding, flow cytometry; actives lie on both sides; 100% means binding = to untreated wells; P63000; percent activity (GTP binding), % at 10 µM; 190,000 tested, 0.11% active;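 active means GTP binding at least 20 percentage points away from the 100% baseline, in either direction, so actives lie on both sides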
Cdc42 wt GTP = human Cdc42 wildtype GTP binding change, either direction | 190,000 tested, 0.2% active | P60953 | GST-Cdc42 beads, Bodipy-GTP binding, flow cytometry; actives lie on both sides | percent activity (GTP binding), % at 10 µM;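 active means percent activity GTP binding at least 20 points away from the 100% baseline, either down as inhibitor or up as activator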;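 further: median bead fluorescence of bound Bodipy-FL-GTP at 100 nM; 0% = excess unlabeled GTP control and 100% = no compound control; below 100% means less GTP binding so inhibitor and above means activator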
Target sequence (P60953 whole entry, looked up): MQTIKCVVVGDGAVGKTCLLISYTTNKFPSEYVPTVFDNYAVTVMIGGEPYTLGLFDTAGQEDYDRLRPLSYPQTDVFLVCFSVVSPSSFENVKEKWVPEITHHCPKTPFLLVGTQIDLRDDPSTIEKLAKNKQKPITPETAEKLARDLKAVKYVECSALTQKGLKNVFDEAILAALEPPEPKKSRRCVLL
Pf gamet viab = inhibitors of late stage P. falciparum gametocyte viability | 150,000 tested, 0.065% active | P. falciparum stage V gametocytes, ATP luminescence, 24 h | inhibition, % at 10.9 µM;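 active means inhibition above the mean plus 3 SD of compounds within the control limits, set per campaign, cut at about 38% in these data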;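 further: 0% = DMSO wells and 100% = medium only without gametocytes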
Rab2 wt GTP = changes GTP binding to wildtype dog Rab2A, up or down; GTP binding activity, % at 10 µM; P61105; 190,000 tested, 0.19% active; AID 760; GST-Rab2 wt beads, Bodipy-GTP binding, flow cytometry;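 active means GTP binding activity at least 20 points away from 100%, either lowered or raised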;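 further: 0% = beads with excess unlabeled GTP and 100% = no-compound control corrected for plate trend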
ABCB1 block = blocks JC-1 efflux by human ABCB1 transporter; P08183; CCRF-Adr cells, flow cytometry; inhibition, % at 6.6 µM; 190,000 tested, 0.067% active; in the data active means inhibition above about 40%;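 further: 0% = vehicle and 100% = reference inhibitor; higher value means more JC-1 retained so stronger ABCB1 efflux block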
Rac1 wt GTP bind = modulators of human Rac1 wildtype GTP binding. 190,000 tested, 0.27% active. GTP binding activity (% of control), % at 10 µM. GST-Rac1 beads, fluorescent GTP binding, flow cytometry; actives lie on both sides; 0 = cold GTP competed, 100 = untreated. P63000;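 active means GTP binding activity at least 20 points away from the 100% control level, either lower or higher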
An asterisk follows results filed as active; / = not tested or not shown.

SMILES	HRas wt GTP bind	Rab7 wt GTP bind	ABCG2 block	GSH fluor	Avidin bead fluor	Rac1 mut GTP	Cdc42 wt GTP	Pf gamet viab	Rab2 wt GTP	ABCB1 block	Rac1 wt GTP bind
CCN(CC)c1nc(=S)nc(NC(C)(C)C)[nH]1	99	98	6	17	23	99	102	/	97	2.1	102
c1ccc(COc2cccc(CNCc3cccs3)c2)cc1	100	98	10	12	10	99	104	/	97	1.3	105
Cc1nn(CC(=O)N2CCOCC2)c(=O)c2ccccc12	98	101	0	21	11	98	98	/	98	0.1	100
O=C(c1ccc(-n2cccn2)cc1)N1CCc2c([nH]c3ccccc23)C1c1ccccn1 (stereo not given)	95	94	1	10	6	94	99	13	96	0.4	100
O=[N+]([O-])c1ccc(Cl)cc1Sc1ccccn1	105	104	2	12	5	101	103	/	104	/	105
O=C1c2ccccc2C(=O)C1C1=Nc2ccccc2NC(c2ccccc2)C1 (stereo not given)	95	96	-4	15	6	92	91	-8	94	-1.4	94
O=C(CC1SCCNC1=O)Nc1ccc(Cl)cc1 (stereo not given)	102	103	7	12	12	97	96	/	101	0.2	102
CCOc1ccc(C(=O)N(C)C2CCS(=O)(=O)C2)cc1 (stereo not given)	102	101	-1	14	9	103	103	5	103	0.1	110
COc1ccc(Cc2nnc(SCC(=O)NCCc3ccccc3)o2)cc1	94	92	2	11	24	94	98	-28	94	0.7	93
CC1=C(C(=O)OC2CCCCC2)C(c2cccs2)n2c(nc3ccccc32)N1 (stereo not given)	99	97	4	12	4	99	100	14	95	5.4	101
CCN(CCn1cccn1)Cc1nc(-c2ccccc2)no1	97	95	2	9	3	97	98	-13	97	1.7	101
Cn1c(=O)c(C(=O)COC(=O)c2cc(-c3ccccc3)nc3ccccc23)c(N)n(Cc2ccccc2)c1=O	101	101	-4	17	9	97	101	/	99	0.7	105
O=C1CC(c2ccc3c(c2)OCO3)c2cc3c(cc2N1)OCCO3 (stereo not given)	99	99	1	33	7	97	99	16	99	-1.0	99
Fc1ccc(-n2c(Cn3nnc4ccccc43)n[nH]c2=S)cc1	96	95	-12	19	9	96	93	1	95	-2.2	94
CSc1ccc(CNCCCN(C)C)cc1	100	104	5	10	3	99	103	-1	99	1.0	102
CCOC(=O)c1cc2c(=O)n3ccccc3nc2n(CCCOC)c1=NC(C)=O	99	101	6	24	29	97	99	/	97	0.5	101
CC1CCC(NC(=S)NCCN(C)C)CC1 (stereo not given)	94	93	3	14	10	93	95	/	95	0.7	94
Cc1ccc(CNC(=O)CS(=O)(=O)CC(=O)O)cc1	102	101	4	58	6	100	103	/	102	0.4	102
CCc1cccc2c(C(=O)COC(=O)c3nn(C)c(=O)c4ccccc34)c[nH]c12	99	98	2	60	9	98	99	-8	98	0.1	101
O=C(NCCCN1CCN(CCCNC(=O)c2ccccc2F)CC1)c1ccccc1F	100	99	-1	37	30	98	102	/	101	0.3	105
O=C(COc1ccccc1C(=O)NCC1CCCO1)Nc1ccc(Br)cc1 (stereo not given)	97	93	10	19	15	95	97	10	95	2.2	100
COc1ccc(-c2nnn(CC(=O)N(CC(=O)NC3CCCC3)c3cccc(C)c3)n2)cc1OC	98	99	3	50	9	96	96	/	96	1.2	96
Cc1ccccc1NC(=O)/C(C#N)=C/c1ccsc1	96	101	34	17	7	97	99	/	99	1.5	103
Nc1c(C(=O)NCCc2ccccc2)nnn1Cc1ccc(Cl)cc1	101	91	1	25	22	94	98	/	96	0.1	96
COC(C(=O)NNC(=O)CCc1ccccc1)c1ccccc1 (stereo not given)	98	98	-1	12	23	96	97	/	98	0.3	98
COc1ccc(C)cc1NC(=O)Nc1ccccc1SC	97	97	13	20	5	97	98	-27	97	2.0	95
CCCOc1ccc(Cn2c(C)nc([N+](=O)[O-])c2SCC(O)COC)cc1[N+](=O)[O-] (stereo not given)	102	102	5	29	9	98	102	/	101	0.7	101
CCN(CC)S(=O)(=O)c1ccc(NC(=O)c2c(-c3ccccc3)noc2C)cc1	102	101	2	24	16	101	102	/	102	0.3	107
Cc1nc(N2CCC(C)CC2)c2c(C)c(C(=O)Nc3ccccc3C(F)(F)F)sc2n1	93	99	2	8	8	90	88	-9	94	0.9	94
Cc1sc(NC(=O)c2ccc(Cl)s2)c(C(N)=O)c1C	94	93	1	33	12	96	96	/	94	-0.4	95
CC1(C)CC(=O)C(N=Nc2ccc(Cl)cc2)=C(O)C1	98	101	22	16	6	97	99	/	98	2.1	100
COc1ccc(NC(=O)N2c3ccc(OC)cc3C(C)=CC2(C)C)cc1	99	98	8	22	4	97	100	-12	98	1.4	107
CCc1sc(N)nc1-c1ccccc1	98	97	5	10	6	96	104	10	98	0.5	103
Cc1ccc2oc(=O)c3cc(C(=O)NCCN4CCc5ccccc5C4)sc3c2c1	99	99	22	15	5	94	98	/	94	3.8	106
O=C(Nc1nccs1)c1cccc(S(=O)(=O)N2CCOCC2)c1	100	95	3	17	22	99	100	14	96	0.7	103
COc1ccc(CCNC(=O)c2ccccc2N(C)S(=O)(=O)c2ccccc2)cc1	98	96	5	9	15	99	96	-22	98	1.3	96
Cn1c(SCC(=O)NC(=O)CN2CCCC2=O)nnc1-c1ccc(F)cc1	102	99	8	23	10	102	104	/	101	0.8	103
CCNc1ccccc(C(=O)/C=C/c2ccc3c(c2)OCO3)c1=O	97	98	-2	21	23	96	97	/	97	-0.4	100
COC(=O)c1ccc(C2OCC(C)(C)CO2)cc1	95	107	10	13	8	93	96	5	102	-0.9	100
COc1ccc(NC(=O)C2CC(=O)NC3=C2C(=O)CC(C)(C)C3)cc1 (stereo not given)	99	100	4	19	21	99	98	/	101	1.4	97
CCOC(=O)CSc1nnc2n1C(C)(C)Cc1ccccc1-2	103	102	13	29	23	103	105	4	102	1.3	106
O=C(O)Cc1ccc(NC(=O)c2ccc(NC(=O)c3ccco3)cc2)cc1	101	99	-4	27	13	100	103	-12	100	-0.9	108
CCCCN1C(=O)c2ccccc2C1C(=O)NC1CCCC1 (stereo not given)	101	101	2	15	24	98	99	/	99	0.4	104
Cc1ccc(C)c(NC(=O)CSc2nc3c(c(=O)n2C)SC(C)C3)c1 (stereo not given)	101	97	5	14	5	99	100	/	98	0.9	104
O=C(Nc1nnc(C2CC2)s1)C1COc2ccccc2O1 (stereo not given)	103	110	19	13	7	98	100	-14	102	-1.4	104
COC(=O)c1cccc(NC(=O)Cc2ccc(OC)cc2)c1C	100	99	-6	12	11	99	100	/	97	-5.5	101
CC(=O)Nc1cccc(NC(=O)CS(=O)(=O)c2cn(CC(=O)N3CCOCC3)c3ccccc23)c1	98	102	0	13	9	96	95	-3	97	-0.5	97
CCCCc1c(O)nc(SCC(=O)N2CCCCC2)n(-c2ccccc2C)c1=O	100	98	15	34	14	94	97	18	99	0.3	101
CC(=O)OCC1OC(OC(C)=O)C(NC(=O)c2cccnc2)C(OC(C)=O)C1OC(C)=O (stereo not given)	100	101	-1	8	14	99	104	31	99	-0.1	103
C/C(=C\c1ccc2c(c1)OCO2)C(=O)c1c(C)cc(C)[nH]c1=O	98	99	0	11	13	102	103	18	104	-0.1	105
COC(=O)C1=C(CSc2nc3ccccc3o2)NC(=O)NC1c1cc(C)ccc1C (stereo not given)	99	99	25	16	8	99	101	18	101	4.1	102
O=C1OC(c2ccc(Br)cc2)=N/C1=C\N1CCCCC1	97	98	6	34	6	95	98	/	95	1.0	97
COc1ccccc1C(=O)NNC1=C(C(=O)C(F)(F)F)CCC1	101	99	11	34	7	99	99	/	98	0.3	100
Oc1c(C(Nc2cccc(C(F)(F)F)c2)c2ccncc2)ccc2cccnc12 (stereo not given)	93	104	-3	15	9	91	96	/	95	-0.6	94
Cc1cccnc1NCc1ccc(O)c2ncccc12	99	97	1	18	13	98	99	11	98	-0.5	98
CN(C)CCCN1C(=O)CSC1c1ccc([N+](=O)[O-])cc1 (stereo not given)	99	96	11	20	11	97	102	9	101	0.2	100
N#Cc1nc(-c2ccccc2F)oc1NC1CCCCC1	100	101	-4	20	7	97	102	/	101	-2.3	103
O=C(NNC(=O)c1ccccc1[N+](=O)[O-])c1ccccn1	98	103	3	14	12	95	94	-10	96	0.9	99
CCCCCC(=O)N1CCN(CCN=CC2=C(O)CC(c3cccs3)CC2=O)CC1 (stereo not given)	100	101	5	23	27	97	100	/	99	0.6	101
O=C(CCNC(=O)c1ccco1)Nc1ccccc1N1CCOCC1	100	104	3	19	5	98	101	13	100	-0.2	101

Ordered by value in Rab2 wt GTP (low to high): 3 from the list above
smiles	HRas wt GTP bind	Rab7 wt GTP bind	GSH fluor	Avidin bead fluor	Rac1 mut GTP	Cdc42 wt GTP	Rab2 wt GTP	ABCB1 block	Rac1 wt GTP bind
O=C(COc1ccccc1C(=O)NCC1CCCO1)Nc1ccc(Br)cc1 (stereo not given)	97	93	19	15	95	97	95	2.2	100
c1ccc(COc2cccc(CNCc3cccs3)c2)cc1	100	98	12	10	99	104	97	1.3	105
Cc1cccnc1NCc1ccc(O)c2ncccc12	99	97	18	13	98	99	98	-0.5	98

Carrying on:
SMILES	HRas wt GTP bind	Rab7 wt GTP bind	ABCG2 block	GSH fluor	Avidin bead fluor	Rac1 mut GTP	Cdc42 wt GTP	Pf gamet viab	Rab2 wt GTP	ABCB1 block	Rac1 wt GTP bind
CNCc1cc(Br)c(OCC(=O)Nc2ccccc2OC)c(OC)c1	99	105	32	11	9	96	100	12	99	2.0	98
CCC(=O)Nc1ccc(C(=O)Nc2c[nH]c(=O)[nH]c2=O)cc1	96	106	8	66	8	97	97	24	100	0.8	98
Cc1ccc(C2CC(=O)NC(SCc3ccccc3)=C2C#N)o1 (stereo not given)	98	101	18	14	20	98	86	/	95	17	101
COc1ccc(S(=O)(=O)N2CCC(C(=O)N3CCC(C(N)=O)CC3)CC2)cc1Cl	97	96	0	11	12	99	96	/	96	0.2	100
CN1CCN(c2nc3c(c(=O)[nH]c(=O)n3C)n2Cc2cccc3ccccc23)CC1	102	104	-1	17	8	99	104	/	101	-0.2	111
COc1cccc(CNc2nn[nH]n2)c1OC	99	99	15	14	11	96	100	-26	100	0.6	103
CC(=O)c1ccc(NC2OC(CO)C(O)C(O)C2O)cc1 (stereo not given)	103	97	0	46	10	100	104	/	104	-0.1	104
O=C(CCn1c(=S)[nH]c2ccccc2c1=O)NCCCN1CCCC1=O	103	94	-1	66	15	99	105	-23	104	-0.3	101

No new results follow: 2 of the compounds above.
SMILES	HRas wt GTP bind	Rab7 wt GTP bind	ABCG2 block	GSH fluor	Avidin bead fluor	Rac1 mut GTP	Cdc42 wt GTP	Pf gamet viab	Rab2 wt GTP	ABCB1 block	Rac1 wt GTP bind
CC(=O)c1ccc(NC2OC(CO)C(O)C(O)C2O)cc1 (stereo not given)	103	97	0	46	10	100	104	/	104	-0.1	104
O=C(CCn1c(=S)[nH]c2ccccc2c1=O)NCCCN1CCCC1=O	103	94	-1	66	15	99	105	-23	104	-0.3	101
